Screens (PubChem BioAssay)
TbHK1 inh – Trypanosoma brucei hexokinase 1 inhibitors, primary screen, biochemical, G6PDH-coupled NADH absorbance, MLSCN library. hexokinase 1 [Trypanosoma brucei]. recombinant TbHK1, G6PDH-coupled NADH A340. inhibition, % at 10 µM. hit rate 0.11% among 220,000;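 active = inhibition of 50% or more in the single-dose primary screen; inactive = inhibition below 50%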
RBBP9 inh – human RBBP9 inhibitors, primary screen, biochemical, fluorescence polarization, FP-Rh probe, HTS. inhibition, % at 7.94 µM. Serine hydrolase RBBP9 (Homo sapiens), O75884. hit rate 0.2% among 220,000. recombinant RBBP9;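 active = inhibition above the campaign mean of all tested compounds plus 3 SD, cut at about 14% in these data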;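 also: plate controls were DMSO wells with RBBP9 for no effect and wells lacking RBBP9 protein for full effect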
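Material: RBBP9 protein. Amount: RBBP9 at 2.5 µM in dispensed solution, before mixing. Schedule: 30 min then 45 min, 25 °C. Medium: Tris buffer pH 8.0, NaCl, Pluronic. Measured by: fluorescence polarization. Measure: percent inhibition from mP, scaled between DMSO and no-protein wells. Replication: one well per compound.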
PPC-1+TRAIL kill – compounds killing PPC-1 cancer cells with TRAIL present, primary screen, TRAIL potentiator project, ATPLite luminescence, uHTS; AID 1443, 2008; cell killing (% activity), % at 4 µM; hit rate 0.41% among 220,000; PPC-1 cells + TRAIL, ATPLite viability luminescence;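 active = cell killing above 50% in the first pass at 4 µM, then a duplicate retest at 5 µM averaging 50% or more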;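 also: plate controls were cells with TRAIL plus DMSO for no effect and medium-only wells lacking cells for full effect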
Ba/F3 V617F tox – reduced viability of JAK2V617F-dependent Ba/F3 cells, primary screen, JAK2V617F inhibitor project, cell-based, Ba/F3 EpoR-JAK2V617F, luminescence | hit rate 1.1% among 220,000 | ATP luminescence | inhibition, % at 5.6 µM;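 active = inhibition above the campaign mean plus 3 SD over all tested compounds, cut at about 24% in these data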;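 also: cytokine-independent growth of Ba/F3 cells driven by EpoR plus mutant JAK2; 0% = DMSO-treated cells and 100% = JAK inhibitor I control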
p97 inhibitor – inhibitors of human p97 ATPase, primary screen, biochemical | Transitional endoplasmic reticulum ATPase (Homo sapiens), P55072 | recombinant p97 ATPase, Kinase-Glo ATP luminescence, 3 h | inhibition, % at 8 µM | hit rate 0.42% among 220,000 | AID 1481, 2009; in the data active = inhibition above about 15%;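 also: 0% = DMSO vehicle and 100% = wells lacking enzyme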
Furin inhibitor – human furin inhibitors, primary screen, biochemical, fluorescence intensity | P09958 | purified furin, fluorogenic substrate cleavage | inhibition, % at 30 µM | hit rate 0.061% among 220,000 | AID 463115, 2010; in the data active = inhibition above about 25%; also: inactives centre near -15
Target sequence (P09958 108-714 limits assumed): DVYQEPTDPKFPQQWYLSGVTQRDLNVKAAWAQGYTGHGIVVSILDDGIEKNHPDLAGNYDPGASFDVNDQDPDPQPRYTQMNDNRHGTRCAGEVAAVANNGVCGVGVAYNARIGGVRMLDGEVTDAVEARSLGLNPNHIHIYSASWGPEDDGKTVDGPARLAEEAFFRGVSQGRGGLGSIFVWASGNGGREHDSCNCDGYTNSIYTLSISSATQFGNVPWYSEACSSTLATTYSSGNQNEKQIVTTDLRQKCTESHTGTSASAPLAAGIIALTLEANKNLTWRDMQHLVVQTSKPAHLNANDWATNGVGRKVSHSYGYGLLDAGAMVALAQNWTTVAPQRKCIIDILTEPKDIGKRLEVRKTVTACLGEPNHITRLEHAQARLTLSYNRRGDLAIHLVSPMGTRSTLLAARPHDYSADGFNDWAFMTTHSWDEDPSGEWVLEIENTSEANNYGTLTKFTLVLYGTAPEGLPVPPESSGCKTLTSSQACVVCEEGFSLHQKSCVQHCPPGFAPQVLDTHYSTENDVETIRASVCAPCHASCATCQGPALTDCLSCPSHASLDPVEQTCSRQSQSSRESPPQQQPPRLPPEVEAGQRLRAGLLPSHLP
PGE2 EP2 inh – human EP2 receptor antagonists, primary screen, TR-FRET cAMP, C6 glioma cells; Prostaglandin E2 receptor EP2 subtype (Homo sapiens), P43116; C6 glioma cells expressing human EP2; cells stimulated with saturating PGE2; inhibition, % at 25 µM; hit rate 0.52% among 260,000; AID 1422, 2008;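 active = percent inhibition above 40 after rounding to a whole number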;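 also: rat C6 glioma host cells with rolipram phosphodiesterase inhibitor present; the protocol text gives 20 µM as final concentration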
BaF3 parental – parental Ba/F3 cell viability inhibition, counter-screen for JAK2V617F inhibitor project, murine pro-B, CellTiter-Glo luminescence; CellTiter-Glo ATP luminescence; inhibition, % at 5.6 µM; hit rate 1.1% among 220,000;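 active = inhibition above a per-campaign cutoff, the mean inhibition of all tested compounds plus 3 SD, cut at about 27% in these data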;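 also: 0% = DMSO wells and 100% = JAK Inhibitor I control wells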
p47phox inh – p47phox/p22phox peptide binding inhibitors, primary screen, biochemical, uHTS, NADPH oxidase regulatory subunit; Neutrophil cytosol factor 1 (Homo sapiens), P14598; fluorescence polarization, 2 h; inhibition, % at 24.7 µM; hit rate 0.53% among 220,000;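 active = inhibition above about 30%, limit read from the data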;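 also: 0% = p47phox with labelled peptide and 100% = labelled peptide alone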
Target sequence (P14598 whole entry, looked up): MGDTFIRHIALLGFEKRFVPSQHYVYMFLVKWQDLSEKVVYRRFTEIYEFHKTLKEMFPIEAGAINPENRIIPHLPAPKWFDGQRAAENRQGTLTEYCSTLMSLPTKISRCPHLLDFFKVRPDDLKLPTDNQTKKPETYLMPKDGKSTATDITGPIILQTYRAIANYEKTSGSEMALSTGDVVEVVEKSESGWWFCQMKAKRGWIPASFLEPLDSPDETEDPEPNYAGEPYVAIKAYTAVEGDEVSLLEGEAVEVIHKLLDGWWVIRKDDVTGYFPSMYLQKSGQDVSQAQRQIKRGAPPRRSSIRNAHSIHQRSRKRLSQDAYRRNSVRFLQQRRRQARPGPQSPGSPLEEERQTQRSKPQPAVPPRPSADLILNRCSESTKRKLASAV
An asterisk follows results filed as active; / = no result given; & = joins results of further samples; [ ] = remark or other dose. This is a subset; the hit share may differ from the screen's.

Each structure is followed by: TbHK1 inh	RBBP9 inh	PPC-1+TRAIL kill	Ba/F3 V617F tox	p97 inhibitor	Furin inhibitor	PGE2 EP2 inh	BaF3 parental	p47phox inh
> Cc1ccc(NC(=S)Nc2ccc(C(C)C)cc2)cc1S(=O)(=O)N1CCCCCC1
  11	-16	25	-1	10	-24	17	5	-32
> Brc1cccc(/C=N\n2cnnc2)c1
  1	-5	-4	-1	6	-23	6	3	-7
> CCCn1cc(NC(=O)c2cc3n(n2)C(C(F)(F)F)CC(c2ccccc2)N3)cn1 (stereo not given)
  1	-2	15	-4	2	18[20 µM]	4	3	2
> Cc1ccccc1-n1nc(C)c2cc(C(=O)N3CCN(S(=O)(=O)c4ccc(F)cc4)CC3)sc21
  -9	-3	18	-5	8	-20	7	-2	-4
> Cc1cc(C)c(NC(=O)c2oc3ccccc3c2COc2ccccc2)c(C)c1
  9	-12	-11	-2	2	-19	2	5	-14
> Cc1cc(C)cc(C(=O)NCC(=O)OCC(=O)N(C)C2CCS(=O)(=O)C2)c1 (stereo not given)
  4	-3	-8	-2	3	-37	7	4	-7
> CC/S(=N\S(=O)(=O)c1ccc(C)cc1)c1ccccc1 (stereo not given)
  3	-12	-7	-3	0	-10	8	2	-9
> FC(F)(F)c1cccc(Cn2nnnc2-c2cc(Cl)cc(Cl)c2)c1
  8	-7	-12	-1	-3	-8[20 µM]	3	1	-24
> CCOc1ccccc1Nc1nnc(SCC(=O)Nc2ccc3[nH]c(=O)[nH]c3c2)s1
  -5	-7	4	4	0	-19	7	4	-5
> C=CCSc1nc2sc(C)c(C)c2c(=O)n1N
  -6	-11	10	-2	0	-15	10	4	-8
> CCNC(=O)COC(=O)c1cc(C)nc2ccccc12
  7	1	30	1	0	-1	9	-2	-4
> Cc1ccccc1C(=O)NNC(=S)Nc1cccc(C(F)(F)F)c1
  13	-5	40	-2	0	-9	3	5	0
> O=C(Cc1ccc(Cl)cc1)NCCCn1ccnc1
  -2	2	-9	0	1	-17[20 µM]	2	3	-7
> O=C(Cc1ccc(-c2ccccc2)cc1)NC1CCCC1
  0	-1	7	1	4	-26	3	7	-6
> CN(C)CCCNc1cc(C(C)(C)C)nc2c(-c3ccc(Cl)cc3)cnn12
  -32	-6	3	3	-3	-26	6	3	65*
> C=CCn1c(SCC(=O)NC(=O)c2cccc([N+](=O)[O-])c2)nnc1-c1ccccc1
  10	-7	7	-3	-15	-19	11	6	-5
> c1ccc2c(c1)CCN(C1=Nc3cccc4cccc1c34)C2
  -1	-6	10	1	1	-15	9	11	8
> Cc1cnnc2ccc3c(no[n+]3[O-])c12
  -11	-6	10	3	-4	-8[20 µM]	9	6	-4
> CC1(C)CC(=O)C(CC(=O)Nc2cc(C(F)(F)F)ccc2Cl)C(=O)C1
  -8	0	1	-1	4	-29	0	0	-5
> O=C(O)c1c[nH]c2ccc(F)cc2c1=O
  -1	0	-9	3	-2	-4	5	4	1
> CCOC(=O)N1CCN(S(=O)(=O)c2ccc(OCC(=O)OC)c(C)c2)CC1
  -4	-11	-2	1	-2	-18[20 µM]	5&8	2	-8
> CN(C)c1ccc(/C=C(\C#N)c2ccccc2)cc1
  -11	-4	24	83*	-6	-9	9	76*	-13
> Cc1ccc(C(=O)NCCSc2ccc(Cl)cc2)cc1[N+](=O)[O-]
  6	-7	/	0	1	-20	22	3	-24
> CN(C)c1nc2n(c(=O)n1)CCS2
  -1	-9	-14	-3	1	-7[20 µM]	13	2	-4
> O=c1[nH]c(SCc2n[nH]c(=S)n2-c2ccccc2)nc2sc3c(c12)CCC3
  1	-14	-2	-3	4	-3[20 µM]	4	2	-13
> CCN(Cc1ccccc1)C(=O)C1CCN(Cc2sccc2C)CC1
  -4	2	14	-4	-2	-18	14	1	-4
> CCOC(=O)c1cnc2c(cnn2C)c1NCCC#N
  -5	-2	18	-3	-1	-13[20 µM]	5	-5	1
> Cc1cc(C)n2nc(-c3ccccc3)cc2n1
  1	1	11	-5	0	-25	10	-3	-13
> Nc1nc(CN2CCN(c3ccccc3)CC2)nc(N2CCCc3ccccc32)n1
  -2	-3	1	-4	-3	-8	9	-2	-3
> COc1cc(N2CCCC2)c(OC)cc1/C=C(/C#N)c1cccc(F)c1
  -6	-2	21	-2	5	2[20 µM]	4	6	4
> CC(=O)Nc1ccc(Oc2cc(C#N)c(C#N)cc2N2CCOCC2)cc1
  -20	-2	41	0	-2	-23[20 µM]	6&17	1	-8
> Cc1ccccc1C(=O)Nc1cccc(-c2cn3ccccc3n2)c1
  -3	0	7	4	0	-22	10	14	-1
> C=CCn1c2ccccc2c2nnc(SCC(=O)Nc3c(C)n(C)n(-c4ccccc4)c3=O)nc21
  -24	-21	8	6	-2	4	8	12	1
> COc1ccc(C)cc1-n1nnnc1SCc1cn2ccsc2n1
  2	-7	-2	4	-6	-15	12	3	-5
> O=C(O)CCC(=O)Nc1ccc(Cc2ccc(NC(=O)CCC(=O)O)c(O)c2)cc1O
  -5	-3	-14	-3	1	-27[20 µM]	1	3	-10
> CCOC(=O)c1c(-c2ccc(C)cc2)csc1NC(=O)CCSc1nnc2ccccn12
  -7	6	-3	-4	4	-32	8	1	-17
> CCOc1ccc(N(Cc2cc3cc(OC)ccc3[nH]c2=O)C(=O)C2CCCO2)cc1 (stereo not given)
  -25	-8	-24	3	4	-12	14	1	/
> COc1cc(C(=O)NCc2nnc(SCC(=O)Nc3cccc(C)c3)o2)cc(OC)c1OC
  -2	-1	-5	6	-2	-2[20 µM]	6	8	-4
> O=C(COc1ccccc1Cl)Nc1cccnc1
  -5	10	22	-3	-1	-37	20&3	4	4
> Cc1ccc(-c2nnnn2-c2ccc(C)cc2)cc1
  0	-5	6	0	-2	-4	8	1	-1
> O=C(Oc1ccc2cccc(OC(=O)N3CCOCC3)c2c1)N1CCOCC1
  -3	-1	17	-2	1	-20[20 µM]	19&9	4	-5
> COC(=O)c1ccc(NC(=O)COC(=O)c2cccc3c(=O)c(C)c(-c4ccccc4)oc23)cc1
  -9	-9	17	-1	6	-8	9	6	-4
> Cc1nnc(SC(=O)N2c3ccccc3Sc3ccccc32)s1
  0	-10	16	-2	1	-14	5	0	-30
> CCOC(=O)NC(=O)COC(=O)CCCSc1nc2ccccc2s1
  -1	1	-8	3	1	-19	8	8	-6
> CCC(C)(C)NC(=O)C(c1ccccc1)N(C(=O)c1csnn1)C1CC1 (stereo not given)
  -7	1	25	1	1	-20[20 µM]	2	3	-7
> CCOC(=O)N/N=C\C=C\c1ccc2c(c1)OCO2
  -59	-6	0	2	2	-3	7	8	-24
> COc1ccc(/C=N/NC(=O)CN2CCS(=O)(=O)CC2)cc1
  2	0	2	0	2	-13	8	10	-11
> O=C1CN(C(=O)COC(=O)CCSc2ccccc2Cl)c2ccccc2N1
  -2	-9	-4	-3	-1	-10[20 µM]	/	3	1
> CCCC(=O)Nc1c(-c2ccccc2OC)c(=O)c2ccccc2n1C
  -46	-1	4	-1	0	-15	4	-1	-7
> CCc1ccc(NC(=O)Cn2c(=O)n(CCCC(=O)NCc3ccco3)c(=O)c3ccccc32)cc1
  -2	-6	-4	0	11	-19[20 µM]	12	-1	-3

(more compounds)
Each structure is followed by: TbHK1 inh	RBBP9 inh	PPC-1+TRAIL kill	Ba/F3 V617F tox	p97 inhibitor	Furin inhibitor	PGE2 EP2 inh	BaF3 parental	p47phox inh
> Cc1ccc(NC2c3ncccc3C(=O)N2Cc2ccco2)c(C)c1 (stereo not given)
  0	-2	0	-6	8	-15	4	7	-10
> C/C(Cn1nnc([N+](=O)[O-])n1)=N\NC(=O)c1ccncc1
  -2	-6	20	-2	6	-27	8	-1	-4
> COC(=O)c1ccc(NC(=S)NNC(=O)c2ccccc2)cc1
  -30	-4	15	-1	7	-25	13	6	8
> COC(=O)c1ccc(COc2ccccc2/C=N/O)o1
  -9	-5	-3	-4	8	-17	12	-3	-5
> Cc1ccc(S(=O)(=O)N(C)Cc2nc(-c3ccccn3)no2)cc1
  -2	1	24	-3	1	-12[20 µM]	8	1	-13
> CCOC(=O)c1c(N)c(C#N)cn1-c1ccccc1
  2	-7	10	1	-5	-16[20 µM]	8	1	-10
> CN1C2=NCCN2C(=O)c2ccccc21
  -17	-13	20	-2	-3	-11[20 µM]	24	0	10
> Clc1ccc(N=c2ssnc2Cl)nc1
  9	1	/	-2	6	-29	9	5	-8
> COc1ccc(CCNC(=O)CCS(=O)(=O)c2ccc3c(c2)CCN3C(C)=O)cc1OC
  -4	-4	-3	2	-2	-15	/	3	6
> O=C1CCC(CCC(=O)N2CCCC(C(=O)c3ccc4c5c(cccc35)CC4)C2)=NN1 (stereo not given)
  -16	-5	6	0	2	-21	4	1	-1
> Cc1ccccc1-c1nc(CS(=O)(=O)CC(=O)NCc2ccc3c(c2)OCO3)c(C)o1
  1	-6	-4	1	-2	-6	10	3	-5
> CC1CN(C(=O)c2cc([N+](=O)[O-])cc([N+](=O)[O-])c2)CC(C)O1 (stereo not given)
  -3	-6	/	-2	5	-25	4	8	3
> NC(=O)N1CCCC1C(=O)Nc1ccc(Cl)c(Cl)c1 (stereo not given)
  -2	0	-17	-3	3	-15[20 µM]	9	6	-11
> COC(=O)Nc1ccc(S(=O)(=O)NCCO)cc1
  1	-4	12	-3	4	-20[20 µM]	13	2	0
> Cn1cnc(S(=O)(=O)Nc2ccc(OC(F)F)cc2)c1
  5	-11	6	1	5	-26	8	1	-8
> OCC1(Cc2ccccc2)CCCN(Cc2cn[nH]c2-c2ccccc2)C1 (stereo not given)
  6	-3	-1	0	-1	-13	4	5	-6
> O=c1[nH]c2cc3c(cc2cc1CN(Cc1cccs1)Cc1nnnn1Cc1ccco1)OCCO3
  -9	-1	-12	-1	6	-23	7	6	-53
> COCCOC(=O)c1[nH]c2c(c1C)C(=O)CC(c1cccs1)C2 (stereo not given)
  -2	-4	0	74*	-3	-15	2	75*	-4
> COc1ccc(C2C(C#N)=C(N)N(Nc3ccccc3)C3=C2C(=O)CC(C)(C)C3)cc1C (stereo not given)
  1	-9	0	1	2	-8[20 µM]	17	3	-8
> CC(C)OC(=O)CSc1nnc(CNc2cccc(Cl)c2)n1C
  3	-9	4	-2	1	-9[20 µM]	17	4	-16
> COc1coc(C(O)C[N+](=O)[O-])cc1=O (stereo not given)
  -10	-5	-2	3	0	-14	-1	12	1
> Cc1cc(=O)n2c(-c3ccc(Cl)cc3)csc2n1
  -13	0	0	-2	5	-25	5	1	-6
> CCOc1cc(C=O)ccc1OCC(=O)N1CCCC1
  3	-7	-3	-4	5	-47	10	3	1
> Cc1ccccc1OCC(=O)N(Cc1cccs1)C1CCS(=O)(=O)C1 (stereo not given)
  -4	-1	9	-2	3	-18	4	6	-7
> CC1CCCCN1Cc1ccc(-c2nnn(CC(=O)NC3CCCCC3)n2)cc1 (stereo not given)
  8	1	5	0	5	-14[20 µM]	11	4	-17
